Thrombin inh = inhibitors of human thrombin. alpha-thrombin, Boc-VPR-AMC fluorogenic substrate cleavage. P00734. actives 0.26% (n = 220,000). inhibition, % at 5 µM;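 active = inhibition at or above 40%; inactive = inhibition below 40%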;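 also: 0% = enzyme with no compound and 100% = wells without enzyme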
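Test system: human alpha-thrombin; medium: pH 7.5 Tris-saline with Tween 20; times: reaction at room temperature; signal: AMC fluorescence at 355 nm excitation and 460 nm emission; also added: Boc-VPR-AMC substrate, 15 µM final; dosing: one concentration per compound, 5 µM, with 0.2% DMSO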
FXIa inh = blocks human coagulation factor XIa protease activity; P03951; purified FXIa, Boc-Glu-Ala-Arg-AMC fluorogenic substrate; inhibition, % at 5 µM; actives 0.14% (n = 220,000);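 active = inhibition of at least 40%; inactive = inhibition below 40%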;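 also: fluorescence of freed AMC excited at 355 nm; 0% = enzyme without compound and 100% = no enzyme blank; many of its hits are not listed in these tables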
Target sequence (P03951 19-387 limits assumed): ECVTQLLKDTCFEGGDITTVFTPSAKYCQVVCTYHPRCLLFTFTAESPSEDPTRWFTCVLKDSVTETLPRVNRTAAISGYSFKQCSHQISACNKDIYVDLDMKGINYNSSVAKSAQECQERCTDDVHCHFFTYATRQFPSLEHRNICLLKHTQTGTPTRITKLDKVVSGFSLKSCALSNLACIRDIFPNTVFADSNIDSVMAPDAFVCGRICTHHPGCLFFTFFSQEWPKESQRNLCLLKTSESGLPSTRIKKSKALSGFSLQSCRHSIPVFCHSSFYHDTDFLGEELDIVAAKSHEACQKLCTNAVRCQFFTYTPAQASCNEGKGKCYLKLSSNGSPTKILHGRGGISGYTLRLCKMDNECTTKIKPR
Target sequence (P03951 388-625 limits assumed): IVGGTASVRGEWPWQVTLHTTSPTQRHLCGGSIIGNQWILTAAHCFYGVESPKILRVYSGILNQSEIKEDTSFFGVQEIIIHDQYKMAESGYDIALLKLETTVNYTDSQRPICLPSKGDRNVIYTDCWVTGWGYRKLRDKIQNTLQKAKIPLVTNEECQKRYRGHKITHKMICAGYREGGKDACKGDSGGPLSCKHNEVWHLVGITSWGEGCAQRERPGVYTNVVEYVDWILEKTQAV
Furin inh = human furin inhibition; purified furin, fluorogenic substrate cleavage; inhibition, % at 30 µM; actives 0.061% (n = 220,000); in the data active = inhibition above about 25%; also: inactives centre near -15
KLK5 inh = blocks human kallikrein 5 protease activity; Q9Y337; actives 0.59% (n = 210,000); recombinant hK5, fluorogenic AMC substrate cleavage; AID 873; inhibition, % at 5 µM;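 active = inhibition of 40% or more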;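 also: 0% = enzyme controls without compound and 100% = no-enzyme blanks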
PERK inh = blocks human PERK kinase; CHO PERK-DD fusion, SEAP luminescence translation reporter; inhibition, % at 5.6 µM; actives 0.17% (n = 220,000);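 active = inhibition above the mean inhibition of all tested compounds plus 3 SD, set separately per screening campaign, cut at about 2.9% in these data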;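 also: PERK kinase domain activated by AP20187 dimerizer at 100 nM; 0% = DMSO with dimerizer and 100% = rapamycin at 8.4 µM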
Cl transport mod = modulates chloride dependent transport by human KCC2. Q9H2X9. KCC2 cells, thallium flux FluoZin-2 fluorescence. B-score of Tl+ flux slope (higher = more flux/activation; lower = inhibition) at 10 µM. actives 2.2% (n = 190,000). AID 1456;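 active = thallium flux slope and its plate-corrected score both differing from the plate sample mean at a set confidence after two filtering rounds, in either direction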;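 also: slope of fluorescence scaled to starting intensity during 10 to 20 s after thallium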
Calpain2 inh = blocks pig calpain II enzyme activity. actives 0.37% (n = 220,000). purified calpain II, fluorogenic peptide substrate, 30 min. inhibition, % at 16 µM. AID 1236;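 active = inhibition above about 50%, limit read from the data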
Rad51 HR inh = blocks human Rad51 in homologous recombination; hRad51 DNA strand exchange, fluorescence dequenching; inhibition, % at 10 µM; Q06609; actives 0.085% (n = 200,000); AID 1385;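 active = inhibition above 40% at the single screening dose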;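 also: 0% = DMSO control wells and 100% = blanks with heterologous ssDNA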
Target sequence (Q06609 whole entry, looked up): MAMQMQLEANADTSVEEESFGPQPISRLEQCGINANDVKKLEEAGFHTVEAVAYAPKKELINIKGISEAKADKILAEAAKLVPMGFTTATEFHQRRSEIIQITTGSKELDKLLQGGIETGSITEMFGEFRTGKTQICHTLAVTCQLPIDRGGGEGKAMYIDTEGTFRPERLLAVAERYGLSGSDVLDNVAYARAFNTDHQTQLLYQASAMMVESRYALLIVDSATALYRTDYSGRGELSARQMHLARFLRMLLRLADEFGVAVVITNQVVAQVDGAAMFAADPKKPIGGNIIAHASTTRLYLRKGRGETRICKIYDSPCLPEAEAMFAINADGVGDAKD
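Test system – preformed human Rad51 ssDNA filaments · Reagent – Donor/quencher-labelled 47-bp dsDNA substrate · Incubation – 37 °C 15-min filament assembly, 30-min compound preincubation, 15-min exchange · Signal – FRET fluorescence dequenching, excitation 485 nm, emission 520 nm · Read-out – percent inhibition from fluorescence, normalised to plate control and blank means · Benchmarks – plate control and blank wells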
FXIIa inh = blocks human coagulation factor XIIa protease activity | purified FXIIa, Boc-QGR-AMC fluorogenic substrate, 2 h | inhibition, % at 5 µM | actives 0.3% (n = 220,000) | AID 800; in the data active = inhibition above about 40%;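 also: 0% = enzyme with no compound and 100% = blank without enzyme; many of its hits are not listed in these tables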
Active calls of the source: *; i = inactive; . = not tested or not shown; [ ] = remark or other dose. This is a subset (hit frequency here may not be typical).

SMILES	Thrombin inh	FXIa inh	Furin inh	KLK5 inh	PERK inh	Cl transport mod	Calpain2 inh	Rad51 HR inh	FXIIa inh
C[C@@H](NC(=O)c1nc[nH]c1C(=O)N[C@@H](Cc1ccccc1)C(=O)OC(C)(C)C)c1ccccc1	-2	2	-23	3	-0.3	-1.9	25	3	9
O=C(O)c1cc(-c2ccco2)nc2ccccc12	-4	-7	-19	-4	0.3	-0.23	i	5	5
CC1(C)NC(=O)N(CCOCCSc2ccccc2)C1=O	1	2	-10[20 µM]	-17	2.0	-0.43	-12	-6	8
COc1ccc(N2CC(C(=O)OCC(=O)c3ccc(C)cc3)CC2=O)cc1 (centres undefined)	8	-1	-14	-1	1.3	.	8	0	5
CCN(CC)c1ccc2cc(C(N)=O)/c(=N\NC(=O)c3ccncc3)oc2c1	2	2	8	7	-1.5	i	-4	-144	9
CCCNC(=O)[C@H](Cc1c[nH]c2ccccc12)NC(=O)c1ccccc1Cl	-4	0	-21	-12	-0.4	-0.00062	-2	-1	9
CCOC(=O)C1(CC2CCCCO2)CCN(C(=O)Nc2ccc(SC)cc2)CC1 (centres undefined)	3	6	-25	.	1.1	.	33	13	9
CCCNC(=O)c1ccc(Cn2c(=S)[nH]c3c([nH]c4ccc(OC)cc43)c2=O)cc1	-7	2	-26	-9	0.1	-0.073	-189	-2	-1
Cc1ccc([N+](=O)[O-])cc1N(CC(=O)Nc1ccc(S(=O)(=O)Nc2cccc(C(F)(F)F)c2)cc1)S(C)(=O)=O	2	5	-31	-6	-0.4	-0.94	-44	.	13
O=C(CSc1ccccc1)Nc1cccc(S(=O)(=O)N2CCCC2)c1	0	10	-19	-6	0.1	0.0032	11	-3	12
C=C(C)C1CC=C(C)/C(=N/NC(=O)c2ccoc2C)C1 (centres undefined)	-5	3	-13	-9	0.4	0.37	22	10	-1
CC(C)(C)NC(=O)NC(=O)COC(=O)CNC(=O)c1cc(Cl)cc([N+](=O)[O-])c1	-15	-4	-17	-9	0.0	-0.017	15	-5	1
Cc1cccc(-n2ncc(C#N)c2N)c1	-4	-4	-13[20 µM]	6	-0.8	-0.26	-34	0	9
Cc1nn(-c2ccccc2)c(=O)c2ccccc12	-16	-3	-17	-10	0.1	0.48	25	3	0
CCNc1nc(NCC)nc(N/N=C/c2ccc(Br)cc2)n1	-5	-6	-23	-2	-0.2	-0.2	-3	-1	0
Cc1cccc(N2C(=O)C(O)=C(C(=O)c3cccs3)C2c2ccccc2)n1 (centres undefined)	-5	-4	-9	-3	-0.1	-2.4	-2	-21	2
O=C1CSC(c2ccccc2)N1CC12CC3CC(CC(O)(C3)C1)C2 (centres undefined)	-3	0	-14	11	-1.2	.	1	-3	10
CN(CC(=O)NC1CCN(Cc2ccccc2)CC1)S(=O)(=O)c1ccc2c(c1)c(=O)n(C)c(=O)n2C	2	0	-21	-13	2.0	-0.53	-1	-7	5
O=C(O/N=C\c1ccc(N2CCOCC2)c([N+](=O)[O-])c1)c1ccccc1Cl	3	7	-6[20 µM]	9	1.2	0.071	28	.	17
O=C(NNC1=C(C(=O)C(F)(F)F)CCC1)c1ccc(Br)cc1	4	19	-16[20 µM]	-31	0.7	11*	17	-3	24
O=C(COc1ccccc1CNCc1ccccc1)Nc1ccccc1	1	1	-11[20 µM]	16	-1.9	-3.1	-18	-1	15
Cc1cc(C(=O)O)ccc1-c1ccc(/C=C2\NC(=O)N(Cc3ccc(F)cc3)C2=O)o1	-5	-3	-4	-4	0.7	-1.5	-4	-15	-4
CC12COC3(C(N)=O)CC1CCC32C (centres undefined)	13	-3	-14	6	0.1	0.49	19	-10	0
Cc1cc(NC(=O)Nc2ccc(Cl)c(Cl)c2)n(-c2ccccc2)n1	28	38	-10	38	-0.7	0.64	19	8	26
O=[N+]([O-])c1ccc(OC/C=C2\Oc3ccc([N+](=O)[O-])cc3C2N2CCOCC2)cc1 (centres undefined)	-10	-5	-5[20 µM]	-14	0.1	0.08	48	-3	8
S=c1[nH]nc(-c2cc(-c3ccccc3)n[nH]2)n1/N=C/c1cccc(Cl)c1	-2	3	-21	10	1.3	0.059	-8	-9	6
O=C(N/N=C/c1cccc([N+](=O)[O-])c1)C1CC1c1ccccc1 (centres undefined)	-7	-4	-22	-8	0.1	-0.058	-5	2	7
O=C(NCc1ccccc1)c1ccc(N2C(=O)C3CCCCC3C2=O)cc1 (centres undefined)	9	6	-11	4	0.5	0.29	36	-13	3
Cc1cccc(S(=O)(=O)NCCc2cn3ccccc3n2)c1	-13	-3	-30	-1	1.1	-0.13	-7	11	2
COc1nc(NCC(C)C)nc(Oc2ccc(OCc3ccccc3)nn2)n1	-7	-3	-9[20 µM]	-17	-1.0	.	2	5	8
CC1=C(C(=O)NCc2ccc3c(c2)OCO3)C2(CCC(C)CC2)OC1=O (centres undefined)	2	9	-22	-2	0.0	0.13	-31	5	15
Cc1ccc2nc(N3CCOCC3)c(C=O)c(=O)n2c1	-1	3	-7	3	-0.1	0.0037	3	.	10
CCOC(=O)c1nc2ccccc2c(C)c1C	-5	-4	-10	-4	-0.5	-0.079	3	28	4
COc1cc(C(=O)NNC(=O)NC2CCCCC2)cc(OC)c1OC	-9	0	-23[20 µM]	-12	0.4	0.75	-6	-2	19
COc1ccc(NC(=O)Nc2sc(NS(=O)(=O)c3ccccc3)nc2C)cc1	-6	3	-31	0	0.8	0.72	-26	1	2
CC(=C/c1ccccc1)/C=N/Nc1nc(N2CCCCC2)nc(N2CCCCC2)n1	-5	8	-18	-15	0.2	-0.4	10	1	17
CCc1ccccc1S(=O)(=O)Cc1ccc(C(=O)NCC2CCCO2)o1 (centres undefined)	-5	-3	-8	-6	0.1	-0.33	-36	0	17
CC(=O)c1ccc(OCc2ncc(C(F)(F)F)cc2Cl)cc1	-5	3	-10	-5	0.3	0.78	31	16	10
Cc1nc2cc(NC(=O)Nc3cccc4ccccc34)ccc2n1C	-6	9	-23	-6	1.5	0.91	-96	-2	6
C#CCOC(=O)c1ccccc1C(=O)N(CC)CC	-1	-4	-15	-10	1.4	0.00092	-9	-8	4
COC(=O)/C(=C\C(=O)c1ccccc1)Nc1cccc(C(F)(F)F)c1	3	1	-6[20 µM]	6	0.4	.	16	2	15
CC(C)(C)NC(=O)c1ccc2c(c1)N(CC(=O)N1CCN(c3ccc(F)cc3)CC1)C(=O)C(C)(C)O2	1	1	-28	-5	-0.7	0.48	-30	5	15
COc1ccc(C2C3=C(CC(C)(C)CC3=O)N(CCN3CCOCC3)C3=C2C(=O)CC(C)(C)C3)cc1	0	5	-9	4	-0.1	-0.74	-158	-24	9
O=S(=O)(c1ccc(OCC(O)CN2CCN(c3ccccc3)CC2)cc1)N1CCOCC1 (centres undefined)	-6	-8	-8[20 µM]	0	-0.2	.	-21	-3	5
CSCCC1NC2(C(=O)Nc3c(Cl)cccc32)[C@@H]2C(=O)N(C3CCCC3)C(=O)[C@H]12 (some centres undefined)	1	18	-17	-21	-1.8	.	-25	5	26
CC(C)c1ccc(N(C(=O)c2csnn2)C(C(=O)NC(C)(C)C)c2ccncc2)cc1 (centres undefined)	6	10	-10[20 µM]	2	-0.3	-0.06	-5	-2	16
CCOC(=O)Cc1csc(NC(NC(=O)OCC)(C(F)(F)F)C(F)(F)F)n1	-3	-5	-22[20 µM]	4	0.8	1.1	19	13	9
O=[N+]([O-])c1cc2c(cc1/C=N/n1c(-c3ccccn3)n[nH]c1=S)OCO2	2	6	-1	-15	-0.5	-0.5	14	2	10
CCCCN(CC)S(=O)(=O)c1ccc2c(c1)n(C)c(=O)c(=O)n2C	-8	0	-23	1	0.1	0.73	-44	.	2
COC(=O)c1[nH]c2ccc(C)cc2c1NS(=O)(=O)c1ccc(F)cc1	-7	6	15[20 µM]	-3	0.2	.	-27	-8	20
N#Cc1c2n(c3c(=O)n(Cc4ccc(Cl)cc4)cnc13)CCCCC2	7	-3	-21	-6	-0.2	.	9	4	18
CCCC1=NN2C(=N)/C(=C\c3cc(C)n(-c4cccc(C)c4)c3C)C(=O)N=C2S1	1	6	-8	-9	1.4	0.85	-187	.	10
CCC(CC)C(=O)c1c[nH]c(C(=O)OC)c1	-3	-6	-10	-15	1.8	2.2	29	0	0
O=c1c2ccccc2nnn1CSc1nnc(COc2ccc(Cl)cc2)n1Cc1ccco1	1	1	-30	48*	0.3	-1.6	21	-9	19
COc1ccc(C2=C(Nc3ccc(F)cc3)c3ccccc3C2=O)cc1	2	4	-8	6	0.1	0.075	-20	16	16
COc1ccc(C(=O)O/N=C(\N)Cc2ccc(Cl)cc2Cl)cc1OC	-6	-4	2	-47	-0.3	0.12	12	2	3
CC(C)N1CCC2(CC1)N=C(c1ccc3c(c1)OCO3)CC(c1cc(Cl)ccc1O)N2 (centres undefined)	4	5	-30[20 µM]	-4	1.3	-1.6	-10	-11	19
O=C(ON=C1CCN(S(=O)(=O)c2ccccc2)CC1)c1ccc(F)cc1	2	-3	-11[20 µM]	12	0.5	.	19	-5	6

An excerpt of these results, as a markdown table.
| canonical_smiles | Thrombin inh | FXIa inh | Furin inh | KLK5 inh | PERK inh | Cl transport mod | Calpain2 inh | Rad51 HR inh | FXIIa inh |
| --- | --- | --- | --- | --- | --- | --- | --- | --- | --- |
| COC(=O)/C(=C\C(=O)c1ccccc1)Nc1cccc(C(F)(F)F)c1 | 3 | 1 | -6[20 µM] | 6 | 0.4 | . | 16 | 2 | 15 |
| CC(C)(C)NC(=O)c1ccc2c(c1)N(CC(=O)N1CCN(c3ccc(F)cc3)CC1)C(=O)C(C)(C)O2 | 1 | 1 | -28 | -5 | -0.7 | 0.48 | -30 | 5 | 15 |
| COc1ccc(C2C3=C(CC(C)(C)CC3=O)N(CCN3CCOCC3)C3=C2C(=O)CC(C)(C)C3)cc1 | 0 | 5 | -9 | 4 | -0.1 | -0.74 | -158 | -24 | 9 |
| O=S(=O)(c1ccc(OCC(O)CN2CCN(c3ccccc3)CC2)cc1)N1CCOCC1 (centres undefined) | -6 | -8 | -8[20 µM] | 0 | -0.2 | . | -21 | -3 | 5 |
| CSCCC1NC2(C(=O)Nc3c(Cl)cccc32)[C@@H]2C(=O)N(C3CCCC3)C(=O)[C@H]12 (some centres undefined) | 1 | 18 | -17 | -21 | -1.8 | . | -25 | 5 | 26 |
| CC(C)c1ccc(N(C(=O)c2csnn2)C(C(=O)NC(C)(C)C)c2ccncc2)cc1 (centres undefined) | 6 | 10 | -10[20 µM] | 2 | -0.3 | -0.06 | -5 | -2 | 16 |
| CCOC(=O)Cc1csc(NC(NC(=O)OCC)(C(F)(F)F)C(F)(F)F)n1 | -3 | -5 | -22[20 µM] | 4 | 0.8 | 1.1 | 19 | 13 | 9 |
| O=[N+]([O-])c1cc2c(cc1/C=N/n1c(-c3ccccn3)n[nH]c1=S)OCO2 | 2 | 6 | -1 | -15 | -0.5 | -0.5 | 14 | 2 | 10 |
| CCCCN(CC)S(=O)(=O)c1ccc2c(c1)n(C)c(=O)c(=O)n2C | -8 | 0 | -23 | 1 | 0.1 | 0.73 | -44 | . | 2 |
| COC(=O)c1[nH]c2ccc(C)cc2c1NS(=O)(=O)c1ccc(F)cc1 | -7 | 6 | 15[20 µM] | -3 | 0.2 | . | -27 | -8 | 20 |

Bioassay records deposited in PubChem BioAssay by several laboratories.
